# Screening results: PubChem BioAssay, National Center for Advancing Translational Sciences (NCATS)
# USP2a block – blocks human ubiquitin-specific protease USP2a; O75604; USP2 core, Ub-CHOP2 coupled fluorogenic reporter, 485/531; Potency, µM (series often up to 38.3 µM), without a hit: top-dose activity change, negative = inhibition, usual class: inhibitors; 330,000 compounds, 0.01% hits; AID 463254;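 note: potency is the fitted concentration of half-maximal effect; plate controls were DMSO wells for no effect and full inhibition by NEM control for full effect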
#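 USP2 core (10nM final) preincubated 30min RT with compound in 20mM Tris-HCl pH 8.0, 2mM CaCl2, 2mM beta-mercaptoethanol, 0.05% CHAPS; 25nM Ub-CHOP2 plus 25nM reporter substrate added, fluorescence (Ex485/Em531) read after 60min.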
# Giardia kill – Giardia lamblia killing; 340,000 compounds, 0.15% hits; activity change, % at 7.66 µM, hits read low; Giardia lamblia trophozoite viability; in the data active = activity change below about -80%; inconclusive = between about -30% and that limit;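 note: parasites exposed to compound for two days anaerobically before the ATP read; % is set by controls: 0 for no effect and ±100 for the full control effect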
#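 Trophozoites 100 cells/well + cpd; 48 hrs, 37 deg C, anaerobic. ATPLite 1-Step added, 15-30 min RT, luminescence read (ATP-based viability).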
# TRPV1 agonist – human TRPV1 agonism; activation, % at 8.33 µM; AID 540275; TRPV1-expressing cells, Fluo-8 calcium influx, agonist mode; 320,000 compounds, 0.19% hits; Q8NER1; in the data active = activation above about 80%; inconclusive = between about 30% and that limit; note: 0% is about no effect
# Target sequence (Q8NER1 whole entry, looked up): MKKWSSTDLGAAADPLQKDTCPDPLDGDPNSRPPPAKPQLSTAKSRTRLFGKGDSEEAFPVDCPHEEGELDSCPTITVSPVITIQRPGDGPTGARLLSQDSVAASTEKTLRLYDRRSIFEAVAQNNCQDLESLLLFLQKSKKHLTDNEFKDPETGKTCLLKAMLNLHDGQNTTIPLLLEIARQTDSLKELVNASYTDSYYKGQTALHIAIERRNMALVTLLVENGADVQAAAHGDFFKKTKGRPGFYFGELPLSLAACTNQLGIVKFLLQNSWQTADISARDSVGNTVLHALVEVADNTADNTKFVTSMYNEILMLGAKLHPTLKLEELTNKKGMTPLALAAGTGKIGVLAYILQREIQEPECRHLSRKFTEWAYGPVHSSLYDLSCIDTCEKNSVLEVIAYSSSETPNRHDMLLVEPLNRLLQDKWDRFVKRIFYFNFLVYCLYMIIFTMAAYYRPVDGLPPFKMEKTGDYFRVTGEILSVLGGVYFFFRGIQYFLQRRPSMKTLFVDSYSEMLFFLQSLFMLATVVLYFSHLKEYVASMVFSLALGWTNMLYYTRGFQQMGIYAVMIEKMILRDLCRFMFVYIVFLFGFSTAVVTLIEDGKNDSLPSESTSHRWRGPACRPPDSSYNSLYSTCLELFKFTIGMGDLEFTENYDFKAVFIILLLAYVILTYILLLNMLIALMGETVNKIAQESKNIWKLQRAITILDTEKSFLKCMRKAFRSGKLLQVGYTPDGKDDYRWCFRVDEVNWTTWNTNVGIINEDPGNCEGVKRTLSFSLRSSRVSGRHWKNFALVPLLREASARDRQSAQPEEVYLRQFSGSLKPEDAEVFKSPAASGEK
#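 Cells expressing TRPV1 were dye-loaded with Fluo-8 and read kinetically: 10 s baseline, 3 min after compound (agonist portion), then 2 min after EC20 capsaicin (allosteric enhancer portion). Calcium-bound dye fluorescence at 480/520 nm.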
# hERG WT inh – inhibitors of human wildtype KCNH2 potassium channel; Q12809; U2OS, BacMam KCNH2, thallium flux FluxOr; stronger effect = lower value; activity change, % at 1.84 µM; 340,000 compounds, 0.37% hits; AID 720551;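 active = maximum activity change below -70%; inconclusive = maximum activity change between -70% and -50%; inactive = maximum activity change above -50%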; note: % is set by controls: 0 for no effect and ±100 for the full control effect
#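 U2OS cells were transduced with wild-type KCNH2 virus (2.03 x 10^8 / mL) for 4 h at room temperature, then cultured overnight at 37 C. Thallium flux was read with FluxOr dye. Rate constants were normalized to DMSO controls.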
# Menin MLL FP TR – inhibitors of human menin-MLL interaction, mutant MLL peptide | Potency, µM (series often up to 61.6 µM), without a hit: at the top dose FP activity change, negative = inhibition, most hits filed as inhibitors | O00255 | Menin + Texas Red MLL mutant peptide, fluorescence polarization | 270,000 compounds, 0.23% hits; active = well fitted inhibition curve with a large enough effect in the polarisation, with a control signal flat, not every such curve was filed as active; inconclusive = small, poorly fitted or top-dose-only effect, or effect the other way, or a change in a side signal; inactive = no such curve, though single readings can be large or run the other way; the % refers to the polarisation; note: potency is the fitted concentration of half-maximal effect; % of control where 0% means no effect; many of its hits are not listed in these tables
# B2AR arrestin – agonists driving beta-arrestin recruitment to human beta2-adrenergic receptor | P07550 | beta-arrestin recruitment to beta2AR, cell-based reporter | Potency, µM (highest dose often 46.1 µM), without a hit: top-dose activation, usual class: activators | 330,000 compounds, 0.02% hits | AID 492947;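 note: potency is the fitted concentration of half-maximal effect; 0% = DMSO controls and full agonism = EC100 isoproterenol or metaproterenol; nearly all actives have a fitted effect of over 65% in size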
# CXXC DNA block – MLL CXXC-DNA interaction inhibition; Q03164; MLL-CXXC / FITC-HOXA9 DNA fluorescence polarization; Potency, µM (doses to about 115 µM), for inactives: top-dose activity change, negative = inhibition, actives largely listed as inhibitors; 290,000 compounds, 0.037% hits; AID 2662; active = well fitted inhibition curve with a large enough effect in the polarisation, with a control signal flat, not every such curve was filed as active; inconclusive = small, poorly fitted or top-dose-only effect, or effect the other way, or a change in a side signal; inactive = no such curve, though single readings can be large or run the other way; the % refers to the polarisation; note: potency is the fitted concentration of half-maximal effect
#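 Purified MLL-CXXC (added from a 7 uM solution) was preincubated 5 min at ambient with pinned compounds in 50 mM Tris-HCl pH 7.5, 50 mM NaCl, 1 mM DTT, 0.05% BSA. Fluorescein-labeled HOX-A9 DNA (50 nM solution) followed, 30 min, then polarization read.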
# Coupling enz – coupling enzyme interference in Giardia aldolase counter-screen. coupling enzyme system counterscreen, AmpLite Red fluorescence. activity change, negative = inhibition, % at 58.2 µM, hits read low. 290,000 compounds, 0.67% hits. AID 2472; in the data active = activity change below about -30%; note: % is set by controls: 0 for no effect and ±100 for the full control effect
#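 Compounds tested against the coupling enzymes alone at 57.5 uM final; readout was AmpLite Red fluorescence (525/598 nm) after 20 min at RT.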
# KCNH2 3.1 block – blocks the human KCNH2 3.1 channel isoform | U2OS KCNH2 3.1, thallium flux FluxOr; stronger effect = lower value | activity change, % (tested at about 1.8 µM) | 340,000 compounds, 0.95% hits | AID 720553;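 active = maximum activity change below -70%; inconclusive = maximum activity change from -70% to -50%; inactive = maximum activity change above -50%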;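 note: thallium influx rate constant from kinetic fluorescence after stimulation buffer; % is set by controls: 0 for no effect and ±100 for the full control effect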
#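 Steps: virus added to U2OS suspension (4 h, RT, dark); medium with 10% FBS added, cells plated, 37 C overnight; FluxOr/Red40 loading buffer 45 min RT; stimulation buffer, 2 min kinetic read; rate constant normalized.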
# PKM2 activator – PKM2 (human) enzyme activation; P14618; purified PKM2, Kinase-Glo ATP luminescence, activation; response scale: 0% is enzyme alone, no compound; Potency, µM (titrated, usually from 57.5 µM), for the others: top-dose activation, actives largely listed as activators; 260,000 compounds, 0.34% hits; note: potency is the fitted concentration of half-maximal effect; % is set by controls: 0 for no effect and ±100 for the full control effect; nearly all actives have a fitted effect of over 55% in size
#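 hPK-M2, >95% pure; 0.1 mM ADP / 0.5 mM PEP final; imidazole pH7.2 buffer w/ 7 mM MgCl2, 50 mM KCl; 1 h RT; Kinase-Glo lum. Intermediate enzyme activity for dual inhibitor/activator qHTS.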
# GALK inhibitor – galactokinase (human) inhibition; Purified GALK, Kinase-Glo residual ATP luminescence; Potency, µM (titrated, usually from 57.5 µM), for inactives: top-dose activity change, negative = inhibition, hits mostly inhibitors; 270,000 compounds, 0.007% hits; note: potency is the fitted concentration of half-maximal effect; % is set by controls: 0 for no effect and ±100 for the full control effect
#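 Compounds were pin-transferred into ATP buffer (35 uM final), then GALK plus galactose (5 nM, 100 uM final) was added. After 1 h at room temperature, Kinase-Glo Plus was added and luminescence read after 10 min.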
# * hit, by the source's call; ? = inconclusive; . = no result given; [ ] = remark or other dose. Unless noted, calls come from the whole dose curve; as a rule, active = well fitted curve in the direction sought with a large enough effect; inconclusive = small, poorly fitted or top-dose-only effect, or another doubt; inactive = no such curve, though single readings can be large; an effect the other way counts as inactive or inconclusive. A portion of the library (hit frequency here may not be typical).
# Value order – hERG WT inh | B2AR arrestin | KCNH2 3.1 block | PKM2 activator | USP2a block | Menin MLL FP TR | Giardia kill | CXXC DNA block | TRPV1 agonist | Coupling enz | GALK inhibitor
CCC(c1nnnn1C(C)(C)C)N1CCN(c2cc(Cl)ccc2C)CC1 (stereo unspecified)
    2 | -0.1% | -17 | -2% | 1% | -3% | -21 | 1% | 17 | 5 | 0%
CCOc1ccccc1N=CC1=C(O)CC(c2ccccc2)CC1=O (stereo unspecified)
    0 | 0.2% | -5 | -4% | 1% | ? | -6 | 9% | 3 | 2 | 3%
Cc1ccc(C(=O)N/N=C\c2ccc(-c3ccc(Cl)c(Cl)c3)o2)cn1
    1 | -0.7% | -25 | 0% | 1% | . | -2 | 5% | 6 | -13 | .
COc1ccccc1C(=O)Nc1ccccc1N1CCN(S(C)(=O)=O)CC1
    17 | -0.5% | -14 | 7% | -7% | -7% | 0 | 2% | -7 | 3 | -4%
CN(CC(=O)NC1CCCCCC1)S(=O)(=O)c1cnc[nH]1
    . | -0.2% | 15 | -7% | 0% | -6% | -18 | -11% | -4 | 1 | 11%
CCOc1cc(/C=N\NC(=O)OC)ccc1OC(=O)c1ccco1
    -7 | 0.0% | -2 | 1% | 2% | 7% | ? | 64%[activator] | -3 | 4 | -3%
Cc1c(Br)ccc(NC(=O)COc2ccccc2C(N)=O)c1C
    -9 | 0.3% | -14 | 2% | 11% | 3% | 5 | 23% | 0 | 2 | -1%
CN(C(=O)CN1C(=O)S/C(=C\c2ccc(Cl)cc2)C1=O)C1CCS(=O)(=O)C1 (stereo unspecified)
    2 | -0.7% | -6 | -1% | 4% | 0% | -24 | 1% | 5 | 0 | 11%
O=C1OC(c2ccc(F)cc2)=N/C1=C\C=C/c1ccccc1
    2 | -0.6% | -1 | . | 3% | 13% | 10 | 5% | 1 | 2 | 3%
CC1=CCC(C(=O)O)(C(=O)N/N=C/c2cccs2)C(c2ccc(F)cc2)C1 (stereo unspecified)
    -1 | -0.2% | -13 | 7% | 5% | 1% | 15 | ? | 6 | 1 | -1%
COc1ccc2cc(C)c3nnc(SCC(=O)Nc4nc(-c5ccccc5)cs4)n3c2c1
    -4 | 0.5% | -10 | 3% | -1% | -21% | 6 | 35%[activator] | 0 | 2 | -3%
O=C1N(Cc2cccnc2)C[C@@H]2C[C@@H](c3ccc(C(F)(F)F)cc3)N3CCC[C@@]123
    -6 | -0.6% | 22 | 0% | 8% | 1% | 0 | 1% | 3 | 1 | 1%
CN(C)c1ccc(NC(=O)Nc2ccc3snnc3c2)cc1
    2 | -0.4% | 3 | 13% | -9% | ? | -15 | 3% | 14 | -14 | 0%
Cc1ccc(NC(=S)N2CCN(C(=O)C3CCCO3)CC2)cc1 (stereo unspecified)
    -1 | -0.2% | 2 | -16% | 0% | -13% | -26 | 4% | 5 | -1 | 0%
S=C(NCCCN1CCOCC1)N(Cc1ccccc1)Cc1ccccc1
    -3 | -0.1% | 2 | . | 3% | ? | 6 | 54%[activator] | 4 | 2 | .
O=C(C[n+]1ccccc1)c1ccc(-c2ccccc2)cc1
    0 | -0.3% | 22 | 1% | -2% | -2% | 3 | -9% | -4 | -1 | 0%
CCOC(=O)c1cnc2ccc(OC)cc2c1Nc1ccc2c(c1)OCCO2
    4 | -0.1% | -10 | -2% | -13% | 12% | 44[activator] | 2% | ? | -20 | 0%
COc1ccc(C(=O)Cn2nnc(-c3ccccc3NC(=O)C(F)(F)F)n2)cc1
    -3 | 0.0% | -10 | 8% | 0% | . | 10 | 2% | 4 | -1 | -2%
CCCC(=O)Nc1cc(-c2nc3ncccc3o2)ccc1C
    3 | -0.7% | 14 | -13% | -1% | -10% | 9 | -3% | -1 | 2 | 0%
O=C1c2ccccc2C(Nc2ccc3c(c2)OCCO3)N1Cc1ccc2c(c1)OCO2 (stereo unspecified)
    1 | 0.5% | -4 | 23% | -1% | 1% | -8 | 0% | ? | -1 | -2%
O=C(Cn1cnc(S(=O)(=O)N2CCCCC2)c1)N1CCN(c2ccc([N+](=O)[O-])cc2)CC1
    5 | 0.1% | -17 | . | 2% | . | 0 | 9% | -3 | . | -1%
CC(=O)c1cnc(Nc2ccccc2)s1
    -4 | 0.1% | 2 | -3% | 1% | 13% | 15 | 8% | -3 | 1 | 0%
CCOc1ccccc1C(=O)OCC(=O)NCc1ccc2c(c1)OCO2
    -32 | 3.2% | -34 | . | -2% | . | -2 | . | . | . | .
CCOc1cc(/C=C/c2nc3ccccc3c(=O)[nH]2)ccc1O
    3 | 0.4% | 9 | . | 2% | ? | 1 | ? | -2 | 0 | -2%
COc1cc(CN(C)Cc2cc(=O)n3ccsc3n2)ccc1OC(F)F
    16 | 0.0% | -4 | 6% | 2% | 23% | -4 | 1% | -1 | 1 | 0%
CCOc1ccccc1N1CCN(C(=O)C2CSC3(C)CCC(=O)N23)CC1 (stereo unspecified)
    -8 | 0.0% | 14 | . | 4% | . | 3 | . | -3 | . | .
COc1ccccc1-c1cn[nH]c1-c1ccc(OCC(=O)NN)cc1O
    1 | -0.4% | 3 | . | 3% | -19% | 12 | 39%[activator] | 11 | -1 | 0%
CCN(CC)C(=O)[C@H]1CC(CC(=O)NCC23CC4CC(CC(C4)C2)C3)C(=O)N2CCc3c([nH]c4ccc(OC)cc34)[C@]12C (stereo partly specified)
    -7 | -0.7% | -7 | . | -10% | . | ? | . | . | . | .
COc1ccc(-n2c(=S)[nH]c3ccccc3c2=S)cc1
    -23 | 5.1% | 9 | . | 0% | ? | -3 | -13% | -3 | -1 | -2%
COc1ccccc1NC(=O)CSc1nnc(C)s1
    -5 | 0.3% | -7 | -2% | -2% | -14% | -14 | 3% | 0 | -1 | 15%

# Among those listed so far, 4 contain two or more sulfur atoms:
# Value order – hERG WT inh | B2AR arrestin | KCNH2 3.1 block | PKM2 activator | USP2a block | Menin MLL FP TR | Giardia kill | CXXC DNA block | TRPV1 agonist | Coupling enz | GALK inhibitor
CN(C(=O)CN1C(=O)S/C(=C\c2ccc(Cl)cc2)C1=O)C1CCS(=O)(=O)C1 (stereo unspecified)
    2 | -0.7% | -6 | -1% | 4% | 0% | -24 | 1% | 5 | 0 | 11%
COc1ccc2cc(C)c3nnc(SCC(=O)Nc4nc(-c5ccccc5)cs4)n3c2c1
    -4 | 0.5% | -10 | 3% | -1% | -21% | 6 | 35%[activator] | 0 | 2 | -3%
COc1ccc(-n2c(=S)[nH]c3ccccc3c2=S)cc1
    -23 | 5.1% | 9 | . | 0% | ? | -3 | -13% | -3 | -1 | -2%
COc1ccccc1NC(=O)CSc1nnc(C)s1
    -5 | 0.3% | -7 | -2% | -2% | -14% | -14 | 3% | 0 | -1 | 15%

# Next compounds.
# Value order – hERG WT inh | B2AR arrestin | KCNH2 3.1 block | PKM2 activator | USP2a block | Menin MLL FP TR | Giardia kill | CXXC DNA block | TRPV1 agonist | Coupling enz | GALK inhibitor
C=CCOC(=O)C1=C(C)N(C)C(=O)NC1c1cc2c(cc1Br)OCO2 (stereo unspecified)
    -4 | 0.5% | 17 | 2% | -2% | -12% | 6 | 0% | -3 | 5 | 2%
O=C(NC12CC3CC(CC(C3)C1)C2)C1CC(=O)N(c2ccccc2)C1 (stereo unspecified)
    -13 | -1.0% | 7 | 0% | 2% | 0% | 10 | -4% | 1 | 0 | -2%
Cc1nc2nc(SCC(=O)N3CCOCC3)nn2c(C)c1Cc1c(F)cccc1Cl
    -3 | -0.1% | -1 | -4% | 2% | -13% | 14 | 0% | 22 | 5 | 0%
Nc1c(Cl)cc(S(N)(=O)=O)cc1S(N)(=O)=O
    -4 | 0.2% | 2 | -1% | 4% | . | -19 | -9% | -2 | 0 | 8%
C#CCn1c(=NC(=O)c2ccc(S(=O)(=O)N3CCCc4ccccc43)cc2)sc2cc(S(N)(=O)=O)ccc21
    -1 | -0.4% | -22 | 0% | -2% | -29% | 36[activator] | 9% | -3 | 1 | -2%
CC1CCC(Nc2nnnn2-c2ccccc2)CC1 (stereo unspecified)
    1 | -0.1% | 5 | -1% | 2% | 0% | 14 | 24% | 27 | 2 | .
CC(C)(C)C(=O)CNS(=O)(=O)c1ccc(S(=O)(=O)NC2CC2)cc1
    -4 | 0.3% | -17 | 1% | 0% | 11% | -16 | 3% | -3 | 3 | -4%
COC(=O)c1ccccc1NC(=S)NC(=O)c1ccc2ccccc2c1
    -4 | -3.2% | -14 | -2% | 5% | 4% | 6 | 14% | 1 | -3 | 0%
COc1ccc2sc(-c3ccccc3OC)c(C#Cc3cncn3C)c2c1
    -8 | -0.5% | -16 | . | 0% | . | -8 | . | . | . | .
